Screens (PubChem BioAssay)
Peg3 promoter = reduces Peg3 promoter-driven luciferase expression in HeLa; actives 1.7% (n = 360,000); inhibition, % at 20 µM; AID 588405; HeLa PEG-Prom luciferase reporter, luminescence, overnight;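 active = inhibition of at least 50% at 20 µM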
Shn3 inh set2 = reduces Shn3 3'UTR luciferase signal in osteoblasts. actives 0.52% (n = 360,000). inhibition, % at 12.5 µM. Clone20 osteoblast Shn3 3'UTR firefly luciferase, 24 h;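 active = mean inhibition of at least 75% with every replicate also reaching 75%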;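 also: 0% = median of neutral control wells and 100% = pilot-screen positive control compound; some compounds past the cut are filed as inactive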
NR2E3 ag-1 = activates human NR2E3 receptor. Q9Y5X4. CHO-S Gal4-NCOR/VP16-NR2E3 two-hybrid, luciferase. inhibition of corepressor binding, % at 3.98 µM. actives 0.35% (n = 360,000). AID 602229;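 active = inhibition above the mean of all tested compounds plus 3 SD, cut at about 70% in these data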;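 also: 0% = DMSO with NR2E3 transfected cells and 100% = cells lacking NR2E3 construct; higher means lower luciferase signal from less NR2E3 corepressor binding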
Target sequence (Q9Y5X4 whole entry, looked up, the tested form may be a part): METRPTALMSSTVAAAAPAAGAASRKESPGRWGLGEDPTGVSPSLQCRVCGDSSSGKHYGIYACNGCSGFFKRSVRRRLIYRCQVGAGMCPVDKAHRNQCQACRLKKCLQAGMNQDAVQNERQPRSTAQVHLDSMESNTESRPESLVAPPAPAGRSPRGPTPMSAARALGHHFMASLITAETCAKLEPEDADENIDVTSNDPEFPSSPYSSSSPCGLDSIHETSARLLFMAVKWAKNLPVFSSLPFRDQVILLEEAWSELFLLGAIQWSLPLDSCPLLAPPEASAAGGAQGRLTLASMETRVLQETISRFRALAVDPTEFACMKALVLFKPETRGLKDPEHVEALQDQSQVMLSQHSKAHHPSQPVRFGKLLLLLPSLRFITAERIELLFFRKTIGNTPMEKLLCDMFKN
NR2E3 ag-2 = agonists of human nuclear receptor NR2E3; GST-NR2E3/biotin-RetCOR TR-FRET, 1536-well; inhibition of corepressor binding, % at 4.78 µM; actives 0.12% (n = 320,000); AID 2300;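 active = percent inhibition above the cutoff of mean plus 3 SD of all tested compounds, set per screening campaign, cut at about 20% in these data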;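 also: 0% = DMSO wells and 100% = biotin wells as full block of FRET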
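Format: 1536-well format; test system: GST-NR2E3 and biotin-RetCOR proteins; read-out basis: percent inhibition of TR-FRET ratio; timing: 5 h incubation at 4 °C; detection: time-resolved FRET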
KKLEB cytotox = reduces viability of KKLEB cystic fibrosis airway cells. AID 602141. KKLEB CF airway cells viability, ATPlite luminescence, overnight; active compounds read low; cells stimulated with P. aeruginosa culture filtrate. activity change (cytotoxicity), % at 5 µM. actives 0.36% (n = 360,000);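 active = corrected activity change at or below -50% at 5 µM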
HIF-2a block = inhibitors of HIF-2a; 786-0 RCC cells HIF-2a reporter, luciferase luminescence, overnight; inhibition, % at 18.8 µM; actives 0.72% (n = 360,000); AID 624352;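 active = inhibition of the luminescence signal of 40% or more relative to plate controls, in a single-dose primary screen at 18.75 µM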
MITF TRPM1 inh = reduces MITF-dependent TRPM1 promoter luciferase signal; SK-MEL-5 TRPM1 promoter luciferase, 24 h; inhibition, % at 12.5 µM; actives 0.83% (n = 330,000);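 active = mean inhibition across replicates of 60% or more, whatever share of single replicates reaches that level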; also: values of inactives mirror those of a sister screen read the other way
TRAIL sens C8 = sensitizes caspase-8 expressing cells to TRAIL; NB7+C8 cells + TRAIL, ATPlite viability luminescence; actives 1% (n = 360,000); inhibition (viability loss, TRAIL sensitization), % at 10 µM;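 active = compounds causing at least 50% loss of cell viability in the single-dose screen, relative to plate controls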
LMP1 NFkB inh = reduces LMP1-driven NF-kappaB luciferase signal; inhibition, % at 12.5 µM; actives 0.69% (n = 350,000); LMP1-induced NF-kappaB luciferase reporter cells, luminescence; in the data active = inhibition above about 41%;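 also: 0% = neutral control wells and 100% = reference inhibitor control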
hiPSC survival = increases survival of single human iPS cells | hiPSC single-cell survival, ATPlite luminescence; 100% = ROCK inhibitor wells, 0% = DMSO | survival enhancement, % at 20 µM | actives 0.044% (n = 360,000) | AID 602274; in the data active = survival enhancement above about 18%;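 also: cells exposed to compounds for 16 hours before the ATP read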
CF NFkB block = cystic fibrosis NF-kB activation inhibition; KKLEB NF-kB-GFP reporter, PAF-induced, GFP fluorescence overnight; inhibition, % at 5 µM; actives 0.86% (n = 360,000); AID 588850;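 active = at least 50% inhibition at 5 µM, scaled per plate between neutral and stimulator controls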;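 also: PAF is a Pseudomonas aeruginosa culture filtrate used as stimulus; plate controls were PAF-stimulated DMSO wells for no effect and unstimulated DMSO wells for full effect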
* = called active by the depositor; nt = no result given. This is a subset (hit frequency here may not be typical).

SMILES	Peg3 promoter	Shn3 inh set2	NR2E3 ag-1	NR2E3 ag-2	KKLEB cytotox	HIF-2a block	MITF TRPM1 inh	TRAIL sens C8	LMP1 NFkB inh	hiPSC survival	CF NFkB block
NC(=O)CC(NC(=O)c1cccc(Br)c1)c1ccc(N2CCC(Br)CC2)c([N+](=O)[O-])c1 (stereo unspecified)	-1	51	-13	4	6	16	-3	15	1	-1.3	13
C=CCn1nc([N+](=O)[O-])nc1Sc1cccc2cccnc12	54*	89*	39	0	7	-9	44	36	-1	1.4	-6
N#Cc1nc(COc2ccc(F)cc2)oc1NCCCn1ccnc1	-13	9	-8	1	4	-29	2	-15	-3	9.7	-2
O=C(COc1ccccc1)NCC(=O)N/N=C/C=C/c1ccccc1	-10	-25	-20	-1	5	19	-1	0	-8	-2.3	7
c1ccc(-c2c[n+]3c(n2-c2ccccc2)CCC3)cc1	8	53	10	0	0	7	17	9	11	-0.4	1
CCOC(=O)c1cnc(SC)nc1N	-37	-3	-29	-5	10	-35	10	-9	-3	0.4	-7
C=Cn1cc[n+](CC(=O)C(C)(C)C)c1	13	21	-1	1	-12	18	4	-6	2	0.7	-21
O=C(COC(=O)c1ccc2c(c1)OCCO2)Nc1cc(S(=O)(=O)N2CCOCC2)ccc1Cl	3	8	-6	2	0	17	-8	-1	-2	-0.7	12
CCOC(=O)c1cc(OC(=O)c2ccccc2Br)n(-c2ccccc2)n1	6	10	22	-2	-8	-8	-6	-15	3	-0.8	8
CCOC(=O)c1cc2sccc2n1CC(=O)N1CCCC1	8	-5	-23	-1	-11	8	-9	-7	2	7.7	9
O=C(N1CCCCC1)N1CCN(C(c2ccccc2)c2ccccc2)CC1	19	-4	-10	-2	12	17	1	-5	-9	3.5	7
CC(c1n[nH]c(=S)n1Cc1ccccc1)N(C)C (stereo unspecified)	10	-4	-9	-4	0	-2	3	0	2	1.3	-6
CCC(Sc1n[nH]c(=O)[nH]c1=O)C(=O)OCc1ccccc1 (stereo unspecified)	7	25	-18	0	7	8	12	10	-5	5.1	-19
CCc1nnc(NS(=O)(=O)c2ccc(NC(=S)NC(=O)/C=C/c3ccc(OC)cc3)cc2)s1	18	-22	3	1	-5	6	-3	-6	4	0.7	-10
O=C(CCc1nnc(C2CCCCC2)o1)N1CCCCC1CCn1cccn1 (stereo unspecified)	-10	5	-11	3	-2	-86	-4	-5	3	6.7	-17
COc1cc(-c2cc(C(=O)N3CCN(c4ccccn4)CC3)c3ccccc3n2)cc(OC)c1OC	38	-5	38	-1	-12	-11	16	20	17	-3.0	-18
CCOC(=O)N1CCN(c2ccccc2OC)CC1	-8	-6	-9	2	-11	8	1	-4	-2	-0.5	7
COc1cc(S(=O)(=O)NCCCn2ccnc2)ccc1Cl	6	9	-5	2	8	19	10	-5	0	0.7	-13
CCc1ccc(NC(=O)C2=CC(c3cccs3)=NS(=O)(=O)N2C)cc1	-60	11	-8	1	6	-74	nt	10	-1	0.2	-5
O=C(c1c(O)c2ccccc2oc1=O)C1CCCCC1	12	-2	-10	0	-14	10	3	5	0	0.8	13
Cc1ccc(O)c(C2=Nc3ccccc3N=C(c3cccs3)C2)c1	32	0	-46	4	-15	10	0	-8	4	-0.9	10
CCOC(=O)Cc1nn(CCc2ccccn2)c(=O)c2ccccc12	-7	-14	-10	3	0	7	3	-16	-6	0.6	0
O=C(NC1CCCc2ccccc21)c1cccc(S(=O)(=O)N2CCOCC2)c1 (stereo unspecified)	3	5	-23	3	-12	5	8	-3	4	-1.9	-9
C=CCN(CC=C)Cc1cc(=O)oc2ccc3ccccc3c12	45	1	-32	nt	-13	26	nt	19	nt	2.3	-16
COCCNC(=O)C(c1ccc(C)cc1)N(C(=O)CCC(=O)Nc1ccccn1)C1CCCCC1 (stereo unspecified)	0	-9	-9	5	-8	6	3	2	-6	5.5	-2
Continuation:
SMILES	Peg3 promoter	Shn3 inh set2	NR2E3 ag-1	NR2E3 ag-2	KKLEB cytotox	HIF-2a block	MITF TRPM1 inh	TRAIL sens C8	LMP1 NFkB inh	hiPSC survival	CF NFkB block
CCC(c1nnc(SCC(=O)NC2CCCCC2)n1Cc1ccccc1)N(C)C (stereo unspecified)	17	-3	-31	0	-4	1	5	-2	-7	-0.5	1
COc1ccc(S(=O)(=O)N2CCCCCC2)cc1C(=O)NCc1ccc(C)cc1	19	14	20	-1	5	-4	6	4	4	1.1	10
Cn1ccc2c(-c3ccc(C(N)=O)cc3)cc3c(c21)C1CCC3O1 (stereo unspecified)	14	-13	-4	nt	-11	12	nt	-9	nt	-0.6	5
CCC1(c2ccccc2)NC(=O)N(CC(=O)NCc2ccncc2)C1=O (stereo unspecified)	0	-8	-26	-3	2	-2	10	-9	-5	-0.2	-1
COc1ccc(/C=C2\N=C(c3ccccc3)N(c3ccc(C(=O)O)cc3)C2=O)cc1OC	-41	-15	-28	-1	-26	-22	-32	-7	4	1.4	34
CN(CC(=O)NC1CCCCCC1)S(=O)(=O)c1ccccc1	-39	-26	-28	1	2	-69	-24	-1	0	-0.7	4
CN(C)c1ccc(/C=C/C=C2/SC(=S)N(c3ccccc3)C2=O)cc1	-142	17	-94	-2	-9	-101	27	16	5	0.1	-14
Cc1cccc(NC(=O)CN2C(=O)NC(C)(c3ccc4ccccc4c3)C2=O)n1 (stereo unspecified)	10	9	12	-2	-3	13	4	6	-7	-0.2	-40
O=C1CC(c2ccccc2)n2nc(N3C(=O)c4ccccc4C3=O)nc2N1 (stereo unspecified)	-2	-4	-16	3	11	7	7	7	-6	-3.2	-2
CCOC(=O)c1c(C)[nH]c(C(=O)OC(C)C(=O)Nc2ccccc2OC)c1C (stereo unspecified)	30	21	-15	2	-15	21	19	6	-8	-0.2	10
C=C(C)COc1ccc(-c2nc(N)nc(C)c2-c2ccc(OC)cc2)c(O)c1	11	-3	-15	2	10	1	4	24	9	-0.4	-12
CC(CNCC1CCCO1)COc1cccc2ccccc12 (stereo unspecified)	-5	12	-26	2	2	9	23	-5	-1	0.5	-4
O=C(Nc1ccc(N2CCOCC2)c(Cl)c1)c1ccc(Br)o1	-161	-35	-112	-3	-4	-306	-94	31	-24	-0.8	-12
O=C(Nc1ccc(Oc2ccccc2)cc1)C1CC1	-47	-9	-27	-2	9	-69	-20	-11	3	1.2	15
C#CCOCCOCCOCCNc1nc(N2CCOCC2)nc(N2CCN(C(=O)[C@H](CO)n3cc([C@@H](N)C(C)C)nn3)CC2)n1	2	-10	-3	nt	16	-1	-3	6	0	-2.0	-36
COc1ccc(-n2c(N)c(C(=O)NCc3ccco3)c3nc4ccccc4nc32)c(OC)c1	13	14	0	0	-17	28	4	-9	-43	-3.0	13
CC1(C)O[C@@H]2C[C@H]3[C@@H]4C[C@H](F)C5=CC(=O)CC[C@]5(C)[C@H]4[C@@H](O)C[C@]3(C)[C@]2(C(=O)CO)O1	-8	8	-7	-3	-14	27	-19	4	10	0.8	74*
CC(=O)c1cccc(NC(=O)COc2ccccc2C(=O)c2cc(C#N)c(=O)n(C3CCCCC3)c2)c1	3	0	-8	1	6	23	0	2	6	-0.9	-16
COc1ccccc1C(CNC(=O)C1CC(=O)N(Cc2ccccc2)C1)N1CCCC1 (stereo unspecified)	11	-19	28	3	-7	-6	0	12	-5	-0.6	13
CCOC(=O)c1nnn(-c2nonc2N)c1CN(C)Cc1ccccc1	3	10	-1	4	-2	13	2	-9	9	3.2	1
O=C(CO)N/N=C/c1ccc(Cl)cc1	-6	-10	-25	3	2	-9	-4	7	4	-0.2	-21
CCc1ccc(N2C(=O)Nc3ccccc3C2(O)C(=O)N2CCN(c3ccccn3)CC2)cc1 (stereo unspecified)	-54	-1	-18	-1	-3	-60	-12	10	-2	-0.1	-1
COc1ccc2c(c1)C=C(CN1CCN(C3CCCC3)C(CCO)C1)CO2 (stereo unspecified)	2	77	19	3	18	9	-5	-1	3	0.0	-32
COc1cccc(OCC(=O)Nc2cc(Cl)ccc2Oc2ccccc2)c1	22	6	-29	0	3	7	-2	5	0	1.3	13
CC(C)CC(=O)Nc1cccc(NC(=O)CC(C)C)n1	1	8	-25	-2	-10	9	-3	-9	-2	-0.1	-1

Whole records from above.
`CN(C)c1ccc(/C=C/C=C2/SC(=S)N(c3ccccc3)C2=O)cc1` is listed with Peg3 promoter = -142; Shn3 inh set2 = 17; NR2E3 ag-1 = -94; NR2E3 ag-2 = -2; KKLEB cytotox = -9; HIF-2a block = -101; MITF TRPM1 inh = 27; TRAIL sens C8 = 16; LMP1 NFkB inh = 5; hiPSC survival = 0.1; CF NFkB block = -14
`Cn1ccc2c(-c3ccc(C(N)=O)cc3)cc3c(c21)C1CCC3O1` (stereo unspecified) is listed with Peg3 promoter = 14; Shn3 inh set2 = -13; NR2E3 ag-1 = -4; NR2E3 ag-2 = nt; KKLEB cytotox = -11; HIF-2a block = 12; MITF TRPM1 inh = nt; TRAIL sens C8 = -9; LMP1 NFkB inh = nt; hiPSC survival = -0.6; CF NFkB block = 5

Remaining list, next part:
SMILES	Peg3 promoter	Shn3 inh set2	NR2E3 ag-1	NR2E3 ag-2	KKLEB cytotox	HIF-2a block	MITF TRPM1 inh	TRAIL sens C8	LMP1 NFkB inh	hiPSC survival	CF NFkB block
CC(C)Cn1c(-c2ccc(Br)cc2)c[nH]c1=S	0	20	-8	5	24	12	4	7	-2	-0.7	-7
CC1=CC(C)C2(COC(c3ccc[n+](C)c3)OC2)C(C)C1 (stereo unspecified)	12	17	-20	nt	6	23	8	3	0	-0.2	-2
COc1ccc(C2NC(=O)C(C#N)=C(S)N2c2cccc(C)c2)cc1OC (stereo unspecified)	-2	-6	-30	-1	-3	10	16	22	10	0.0	-70
COc1ccc(CCN2C(=O)NC(NC(C)=O)(C(F)(F)F)C2=O)cc1OC (stereo unspecified)	4	5	-21	3	1	18	-9	-3	2	-0.8	2
Cc1c(C(=O)NNC(=S)NCc2ccc(Cl)cc2)oc2ccccc12	3	17	-8	0	2	-9	5	2	6	-0.4	2
CC(=O)c1ccc(S(=O)(=O)NCCCC(=O)NCCc2ccccn2)cc1	-4	-9	-1	2	7	-6	-3	2	-15	1.3	-13
COc1cc(C=NCc2ccccc2)ccc1O	-13	12	4	nt	1	3	nt	-20	-7	4.2	10
COc1ccc(C2C(C)C(=O)C(C)C(c3ccc(OC)cc3)N2N=O)cc1 (stereo unspecified)	8	-17	20	nt	8	7	-3	2	2	2.7	-17
COCCNC(=O)C1(C)CCCN(Cc2ccc(OC)cc2)C1 (stereo unspecified)	10	11	-18	nt	6	9	nt	6	nt	0.9	-7
COc1ccc2nc(C)cc(SCC(NC(C)=O)C(=O)OC(C)C)c2c1 (stereo unspecified)	27	-13	-19	1	-2	15	14	16	-2	-0.2	-14
COc1ccc(NC(=O)c2ccc3c(c2)CCN3S(C)(=O)=O)cc1	-41	-5	2	nt	-2	-60	nt	-5	-3	5.5	-11
Cc1cccc(S(=O)(=O)c2c(C)cc(C)nc2Cl)c1	2	1	-23	0	-4	8	2	-4	-10	1.3	4
CSCCC(NC(=O)c1ccco1)C(=O)NCC1CCCO1 (stereo unspecified)	-40	11	0	5	3	0	3	-7	-5	1.0	-8
